High-throughput results as filed in PubChem BioAssay.
PKM2 act: qHTS Assay for Activators of Human Muscle isoform 2 Pyruvate Kinase; hit rate 0.34% among 260,000; purified PKM2, Kinase-Glo ATP luminescence, activation; response scale: 0% is enzyme alone, no compound; Pyruvate kinase PKM (Homo sapiens), P14618; AID 1631, 2009; Potency, µM (series often up to 57.5 µM), without a hit: at the highest dose activation, most hits filed as activators; note: potency is the fitted concentration of half-maximal effect; % is set by controls: 0 for no effect and ±100 for the full control effect; nearly all actives have a fitted effect of over 55% in size
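Kinase-Glo luminescence reports ATP generated from ADP (0.1 mM) and PEP (0.5 mM) by purified hPK-M2 after 1 h at room temperature, pH 7.2 imidazole buffer; intermediate enzyme activity allows detecting inhibitors and activators.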
Mito fusion act: qHTS Assay for Small Molecule Inhibitors of Mitochondrial Division or Activators of Mitochondrial Fusion | S. cerevisiae fusion-defective mutant growth rescue, CellTiterGlo 48 h | Potency, µM (highest dose often 46.1 µM), without a hit: at the highest dose growth rescue (activation), most hits filed as activators | hit rate 0.23% among 320,000 | AID 485298, 2010;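 note: potency is the fitted concentration of half-maximal effect; % of control where 0% means no effect; nearly all actives have a fitted effect of over 45% in size; temperature-sensitive fusion mutants such as fzo1-1 at 37 °C on non-fermentable ethanol glycerol medium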
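Read-out: ATP-based luminescence (CellTiterGlo, 10 min ambient) reporting growth of fusion-defective ts yeast after 48 hours at 37C on glycerol/ethanol YPEG medium in the presence of compound.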
MBNL1-CUG inh: qHTS Assay for Inhibitors of MBNL1-poly(CUG) RNA binding; Potency, µM (doses to about 57.5 µM), for inactives: at the highest dose activity change, negative = inhibition, actives largely listed as inhibitors; hit rate 0.036% among 280,000; TR-FRET MBNL1-His/biotin-(CUG)12 binding, 665/545 ratio; Muscleblind-like protein 1 (Homo sapiens), Q9NR56; active = well fitted inhibition curve with a large enough effect in the signal ratio, with a control signal flat, not every such curve was filed as active; inconclusive = small, poorly fitted or top-dose-only effect, or effect the other way, or a change in a side signal; inactive = no such curve, though single readings can be large or run the other way; the % refers to the signal ratio; note: potency is the fitted concentration of half-maximal effect; % is set by controls: 0 for no effect and ±100 for the full control effect
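Ratiometric TR-FRET (665 over 545 nm, excitation 340 nm) tracks disruption of MBNL1-His/biotin-(CUG)12 complex after 60 min at room temperature, with compounds at 92 nM to 58 uM final.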
Menin-MLL TR inh: qHTS Assay for Inhibitors Targeting the Menin-MLL Interaction in MLL Related Leukemias: Competition With Texas Red Labeled MLL-derived Mutant Peptide | Menin + Texas Red MLL mutant peptide, fluorescence polarization | hit rate 0.23% among 270,000 | O00255 | Potency, µM (doses to about 61.6 µM), inactives show at the top dose FP activity change, negative = inhibition, actives largely listed as inhibitors; active = well fitted inhibition curve with a large enough effect in the polarisation, with a control signal flat, not every such curve was filed as active; inconclusive = small, poorly fitted or top-dose-only effect, or effect the other way, or a change in a side signal; inactive = no such curve, though single readings can be large or run the other way; the % refers to the polarisation; note: potency is the fitted concentration of half-maximal effect; % of control where 0% means no effect; many of its hits are not listed in these tables
Target sequence (O00255 whole entry, looked up): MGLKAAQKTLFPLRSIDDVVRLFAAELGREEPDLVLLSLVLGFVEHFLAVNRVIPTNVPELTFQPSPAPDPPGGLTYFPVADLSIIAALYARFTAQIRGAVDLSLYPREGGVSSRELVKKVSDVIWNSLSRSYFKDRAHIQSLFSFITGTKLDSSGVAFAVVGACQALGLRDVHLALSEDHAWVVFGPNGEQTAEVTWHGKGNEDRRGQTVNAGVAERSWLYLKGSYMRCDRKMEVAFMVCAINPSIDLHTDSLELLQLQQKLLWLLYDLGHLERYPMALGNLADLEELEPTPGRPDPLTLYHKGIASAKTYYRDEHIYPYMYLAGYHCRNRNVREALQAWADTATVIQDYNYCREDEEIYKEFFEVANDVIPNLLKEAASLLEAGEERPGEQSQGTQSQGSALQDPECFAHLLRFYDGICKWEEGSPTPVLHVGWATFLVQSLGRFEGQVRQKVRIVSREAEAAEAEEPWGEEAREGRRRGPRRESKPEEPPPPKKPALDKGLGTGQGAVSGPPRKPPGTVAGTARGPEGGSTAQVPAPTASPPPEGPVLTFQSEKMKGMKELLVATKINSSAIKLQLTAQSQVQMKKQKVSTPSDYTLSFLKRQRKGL
USP2a block: qHTS Assay for Inhibitors of Ubiquitin-specific Protease USP2a Using CHOP2 as the Reporter. Ubiquitin carboxyl-terminal hydrolase 2 (Homo sapiens), O75604. USP2 core, Ub-CHOP2 coupled fluorogenic reporter, 485/531. Potency, µM (top dose mostly 38.3 µM), for the others: at the highest dose activity change, negative = inhibition, actives largely listed as inhibitors. hit rate 0.01% among 330,000. AID 463254, 2010;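 note: potency is the fitted concentration of half-maximal effect; plate controls were DMSO wells for no effect and full inhibition by NEM control for full effect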
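Deubiquitinase activity read as fluorescence (485/531 nm) after Ub-CHOP2 cleavage activates the enterokinase reporter on its substrate; USP2 core 10nM, Ub-CHOP2 and substrate 25nM each, 30min compound preincubation then 60min RT; data normalized to NEM, curves fitted.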
GALK inh: qHTS Assay for Inhibitors of Human Galactokinase (GALK). Purified GALK, Kinase-Glo residual ATP luminescence. P51570. hit rate 0.007% among 270,000. AID 1868, 2009. Potency, µM (doses to about 57.5 µM), for the others: at the highest dose activity change, negative = inhibition, most hits filed as inhibitors; note: potency is the fitted concentration of half-maximal effect; % is set by controls: 0 for no effect and ±100 for the full control effect
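ATP-depletion format; final 35 uM ATP, 100 uM D-galactose, 5 nM enzyme; pH 8.0 HEPES/Mg2+ buffer; 60 min RT; luminescence read 10 min after detection reagent.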
TSHR antag: Antagonists of the Thyroid Stimulating Hormone Receptor: HTS campaign. activity change, negative = inhibition, % at 11.5 µM. hit rate 0.2% among 330,000. TSHR-expressing cells, TSH-stimulated cAMP HTRF, 2 h; stronger effect = lower value;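 active = activity change below a set negative limit, meaning inhibition stronger than a set level, cut at about -70% in these data; inconclusive = activity change between two set negative limits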; note: % is set by controls: 0 for no effect and ±100 for the full control effect
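Competitive HTRF cAMP read-out (cryptate anti-cAMP antibody, cAMP-d2; 30 min, room temperature) in freshly harvested TSHR cells. Compounds added before TSH at EC80 (4nM final), followed by 2 hours' incubation at 37 deg C.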
Eya2 phos inh: qHTS Assay for Inhibitors of the Phosphatase Activity of Eya2; Potency, µM (series often up to 76.9 µM), for the others: at the highest dose activity, negative = inhibition, actives largely listed as inhibitors; hit rate 0.006% among 330,000; recombinant Eya2, OMFP fluorescence dephosphorylation (OMFP is methylfluorescein phosphate); Protein phosphatase EYA2 (Homo sapiens), O00167; note: potency is the fitted concentration of half-maximal effect; % is set by controls: 0 for no effect and ±100 for the full control effect
Target sequence (O00167 whole entry, looked up): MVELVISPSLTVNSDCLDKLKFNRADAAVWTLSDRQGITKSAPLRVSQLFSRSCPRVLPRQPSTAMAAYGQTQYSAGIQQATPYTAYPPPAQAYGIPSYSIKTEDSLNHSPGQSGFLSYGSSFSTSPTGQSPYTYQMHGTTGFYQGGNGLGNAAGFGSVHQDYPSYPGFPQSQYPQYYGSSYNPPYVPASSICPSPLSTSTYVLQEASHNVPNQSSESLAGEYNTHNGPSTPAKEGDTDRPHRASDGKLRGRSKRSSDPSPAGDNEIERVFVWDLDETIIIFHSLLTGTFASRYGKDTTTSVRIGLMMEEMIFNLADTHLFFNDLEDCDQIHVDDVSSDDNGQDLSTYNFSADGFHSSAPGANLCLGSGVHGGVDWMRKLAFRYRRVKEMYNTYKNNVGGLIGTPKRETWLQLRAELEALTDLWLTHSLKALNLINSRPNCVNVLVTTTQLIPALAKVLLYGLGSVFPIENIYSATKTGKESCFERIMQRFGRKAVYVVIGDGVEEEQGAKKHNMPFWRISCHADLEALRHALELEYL
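Eya2 (0.2 uM) preincubated 10 min at ambient with compound, then OMFP substrate added at 50 uM; 10 min reaction in 50 mM HEPES pH 7.5, 50 mM NaCl, 5 uM MgCl2, 0.05% BSA, 1 mM DTT. Fluorescence read at Ex 485/Em 525 nm.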
KCNH2 WT inh: qHTS for Inhibitors of KCHN2 3.1: Wildtype qHTS; Voltage-gated inwardly rectifying potassium channel KCNH2 (Homo sapiens), Q12809; U2OS, BacMam KCNH2, thallium flux FluxOr; stronger effect = lower value; activity change, % at 1.84 µM; hit rate 0.37% among 340,000; AID 720551, 2013;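 active = maximum activity change below -70%; inconclusive = maximum activity change between -70% and -50%; inactive = maximum activity change above -50%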; note: % is set by controls: 0 for no effect and ±100 for the full control effect
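U2OS cells were transduced with wild-type KCNH2 virus (2.03 x 10^8 / mL) for 4 h at room temperature, then cultured overnight at 37 C. Thallium flux was read with FluxOr dye. Rate constants were normalized to DMSO controls.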
S-ASM inh: Inhibitors of Secretory Acid Sphingomyelinase (S-ASM): qHTS; Potency, µM (top dose mostly 57.5 µM), without a hit: at the highest dose activity change, negative = inhibition, actives largely listed as inhibitors; Sphingomyelin phosphodiesterase (Homo sapiens), P17405; placental ASM, HMU-PC fluorogenic substrate, 60 min; AID 504937, 2011; hit rate 0.006% among 340,000; note: potency is the fitted concentration of half-maximal effect
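Human placenta-derived ASM enzyme was preincubated with compound for 10 minutes at room temperature, then given fluorogenic substrate HMU-PC0 (9 uM final) for 60 minutes at 37 °C; a pH 10 stop preceded fluorescence reading at Ex 386/Em 447 nm.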
BCR signal inh: qHTS Assay to Find Inhibitors of Chronic Active B-Cell Receptor Signaling; AID 493014, 2011; hit rate 0.05% among 340,000; Potency, µM (doses to about 46.1 µM), inactives show at the highest dose ratio change, negative = lower green/red ratio, most hits filed as inhibitors; ABC-DLBCL IkBa-CBG/CBR reporter, luminescence ratio, 4 h; active = well fitted inhibition curve with a large enough effect in the signal ratio, with a control signal flat, not every such curve was filed as active; inconclusive = small, poorly fitted or top-dose-only effect, or effect the other way, or a change in a side signal; the % refers to the signal ratio;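 note: potency is the fitted concentration of half-maximal effect; plate controls were basal doxycycline-induced cells for no effect and cells given 10 µM MG132 for full effect; MG132 reads +100%, hits lower the ratio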
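Compounds up to 46 uM were incubated four hours with TMD8 cells whose green CBG68 luciferase is fused to IkappaBalpha; red CBR luminescence normalised the signal, and concentration-effect curves were fitted to fusion, red and ratio data.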
An asterisk follows results filed as active; i = inactive; ? = inconclusive; nt = not tested or not shown; & = joins results of further samples; [ ] = another dose, or the depositor's remark. Unless noted, calls come from the whole dose curve; as a rule, active = well fitted curve in the direction sought with a large enough effect; inconclusive = small, poorly fitted or top-dose-only effect, or another doubt; inactive = no such curve, though single readings can be large; an effect the other way counts as inactive or inconclusive. These rows are one share of the data. The share of hits here may be higher or lower than overall.

SMILES | PKM2 act | Mito fusion act | MBNL1-CUG inh | Menin-MLL TR inh | USP2a block | GALK inh | TSHR antag | Eya2 phos inh | KCNH2 WT inh | S-ASM inh | BCR signal inh
O=S(=O)(c1ccc(NC(=S)NN=C(C2CC2)C2CC2)cc1)N1CCOCC1 | -10.4% | -2.0% | nt | nt | -3.5% | 0.6% | -3.5 | -7.2% | 3.9 | -1.8% | 19.4%
O=C(Nc1cc2c(=O)n(-c3ccc(Oc4ccccc4)cc3)ccc2oc1=O)c1ccccc1 | 2.6% | 9.6% | nt | 3.1% | -0.3% | 0.9% | -2.6 | 5.6% | 2.5 | i | 0.5%
O=C(Nc1cccc(S(=O)(=O)NC2=NCCCCC2)c1)c1cc(-c2ccccc2)nc2ccccc12 | 0.3% | -0.3% | 2.7% | -6.0% | 1.1% | 0.1% | -13.8 | 1.2% | 4.5 | 0.3% | 1.3%
COc1ccc(-c2nnc(SCC(=O)NNC(=O)c3ccc(C)cc3)o2)cc1 | 6.5% | -1.7% | nt | -3.5% | 2.4% | 0.9% | -0.2 | -3.7% | 1.8 | 2.6% | -0.1%
COc1ccccc1N1CCN(C(=O)C(C)N(c2ccc(C)c(C)c2)S(C)(=O)=O)CC1 (stereo not drawn) | -7.1% | 4.7% | -2.2% | -10.8% | 0.0% | -0.9% | -11.2 | -2.6% | -2.8 | 1.6% | -8.4%
Cc1cc(NC(=O)c2ccc(N3C(=O)C4C5C=CC(C5)C4C3=O)cc2)no1 (stereo not drawn) | -13.7% | 1.8% | -2.2% | 1.4% | -1.5% | 9.2% | 2.7 | -6.7% | 39.5 | 2.1% | ?
Cc1cccc(CN2CCC(C(=O)Nc3cccc(-c4cscn4)c3)CC2)n1 | nt | -9.0% | -2.3% | nt | -4.1% | -0.6% | 6.0 | 4.2% | 28.9 | -0.2% | 1.3%
CCOCCOc1cccc(C(=O)NC(c2ccccc2)c2ccccc2)c1 | -1.6% | 3.6% | -5.8% | ? | -0.2% | 0.0% | 1.4 | -7.0% | 3.3 | 3.2% | ?
CCOC(=O)c1ccc2[nH]c3c(c2c1)CN(C)CC3 | -2.4% | 2.8% | -3.2% | -9.5% | -1.5% | 0.7% | 5.5 | -18.4% | -10.7 | 54.0%[activator] | 11.7%
CCc1ccc(NC(=S)N(CCCN2CCN(C)CC2)Cc2cccs2)cc1 | -0.1% | -4.1% | nt | 2.1% | 3.1% | 3.6% | -5.0 | -1.5% | 43.9 | 5.0% | ?
CCCc1ccc2oc(C(=O)N(C)Cc3ccn[nH]3)c(C)c2c1 | nt | ? | 3.6% | -20.6% | -2.1% | -3.2% | -2.6 | -12.6% | 5.0 | -4.7% | ?
Nc1cc(Cl)nc(N/N=C/c2ccc([N+](=O)[O-])cc2)n1 | 3.3% | -2.4% | ? | 4.2% | 0.1% | nt | 39.4 | -6.9% | -29.3 | -2.2% | ?
O=C(CN1CCCC1)Nc1c2c(nc3ccccc13)N(Cc1ccccc1)CC2 | 2.5% | 4.0% | 0.9% | ? | -8.5% | -4.6% | 19.0 | 10.5% | 60.7 | 207.9%[activator] | 1.7%
NC(=O)NC(Cc1ccccc1)C(=O)NNC(=O)COc1ccccc1Cl (stereo not drawn) | nt | nt | nt | nt | 2.7% | nt | -13.0 | -7.7% | -0.3 | -1.0% | 0.0%
Cc1ccc(N)cc1S(=O)(=O)N(C)C | 1.8% | -7.6% | 2.7% | 14.2% | -1.7% | 0.2% | -6.0 | 2.1% | -3.1 | 35.0% | -3.4%
CCOc1ccc(NC(=O)c2ccc3[nH]c(=O)c(=O)[nH]c3c2)cc1 | nt | -0.9% | -0.8% | -11.1% | 1.6% | -2.3% | -1.3 | 8.8% | -7.3 | 0.6% | -9.6%
CCOc1ccc(-c2nc(N)nc(C)c2-c2ccc(Cl)cc2)c(O)c1 | nt | -97.1%[inhibitor] | -0.4% | 11.5% | 4.6% | -0.8% | 5.0 | -14.6% | -10.8 | -10.7% | -3.2%
Cc1ccc(NC(=O)NCCN2CCCCC2)cc1C | 1.6% | -1.6% | -1.2% | -7.9% | -1.6% | -6.3% | 13.7 | 6.5% | 4.6 | 6.4% | 0.8%
C/C(=N/NC(=O)c1cnccn1)c1ccncc1 | -9.4% | -4.4% | 11.6% | -0.5% | 0.5% | 0.8% | -1.3 | 11.6% | -1.2 | 4.3% | ?
Cc1ccc2cc(CCNC(=O)c3ccc(C)c([N+](=O)[O-])c3)c(=O)[nH]c2c1 | -15.4% | 2.7% | 3.2% | -6.7% | 0.8% | -2.8% | 26.2 | 0.4% | 6.8 | -9.6% | 2.7%
Cc1ccc2nc(Nc3nc(=O)c4ccccc4n3C)nc(C)c2c1 | 1.4% | -2.2% | 7.2% | -20.1% | -2.1% | 3.0% | 10.4 | 3.3%[15.4 µM] | nt | nt | ?
Cc1c(C(=O)NC2CCC(C)CC2)oc2ccccc12 (stereo not drawn) | -4.6% | 3.2% | -2.4% | nt | -1.3% | -3.3% | -12.2 | 2.2% | 2.1 | -0.7% | 5.0%
COC(=O)[C@@]1(Cc2ccc(F)cc2)[C@H]2c3cc(C(=O)N(C)C)n(CCc4ccccn4)c3C[C@H]2CN1C(=O)c1ccccc1 | -1.3%&-1.3% | 0.9% | 0.1% | -14.8%&4.5% | -0.9% | nt | -2.5 | 2.6% | -1.0 | 12.4% | -1.7%
CC(c1ccccc1)n1c(-c2cccs2)nc2c(c(=O)c3ccccc3n2C)c1=O (stereo not drawn) | 0.7% | 22.4µM* | -1.6% | nt | 0.0% | -2.5% | -4.6 | 10.9% | -8.6 | -1.2% | ?
O=C1CN(C(=O)COC(=O)C2=COCCO2)c2ccccc2N1 | 0.7% | -0.1% | 1.8% | 6.8% | 1.5% | 0.6% | 0.0 | 1.4% | 5.0 | 1.2% | 0.4%
Cc1c(Cl)cccc1Nc1nc(N)nc(CSc2nc3ccccc3s2)n1 | 6.3% | 8.91µM* | 1.1% | -1.5% | 2.2% | 0.1% | 8.1 | -3.1% | -1.0 | -10.2% | ?
Cc1cc(=O)c(C(=O)O)nn1-c1ccccc1 | -0.3% | 12.7% | -10.6% | 0.5% | 0.1% | -2.0% | 19.0 | 3.0% | 13.4 | 3.2% | 2.8%
COc1ccccc1CO/N=C/c1cccn1-c1nccc(N(C)C)c1C#N | -1.1% | 7.0% | 5.8% | 2.4% | -2.0% | 0.7% | -6.5 | 5.4% | 2.8 | -0.2% | ?
Nc1nonc1-n1nnc(C(=O)N/N=C/c2cccnc2)c1CSC1=NCCS1 | 22.2% | 1.6% | 11.1% | nt | 0.0% | 0.1% | -6.8 | -5.7% | -0.9 | 2.0% | 0.9%
Cc1ccc(NC(=O)c2[nH]cnc2C(=O)NN)cc1 | -0.4% | 2.3% | -1.3% | 20.4% | -3.9% | 8.8% | 4.4 | -10.1% | 0.0 | 7.7% | ?
O=C(Nc1cccc(S(=O)(=O)NC2=NCCCCC2)c1)c1cc(-c2ccccc2Cl)nc2ccccc12 | -2.5% | -6.1% | 157.7%[activator] | 1.1% | 0.0% | nt | -3.7 | -7.8% | 1.9 | -0.6% | ?
COc1ccccc1N1CCN(C(=O)C2CCN(S(=O)(=O)N3CCOCC3)CC2)CC1 | 2.0% | 1.0% | -5.1% | -20.2% | -0.2% | -2.0% | 10.6 | -7.5% | 0.2 | 1.9% | -1.9%
